PREPL inhibitor – human PREPL enzyme inhibition; Q4J6C6; recombinant PREPL, fluorescence polarization activity-based probe; inhibition, % at 5.96 µM; 320,000 compounds, 0.68% hits; AID 2751; in the data active means inhibition above about 43%;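 further: 0% = enzyme with DMSO and 100% = wells lacking enzyme; many of its hits are not listed in these tables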
Target sequence (Q4J6C6 whole entry, looked up): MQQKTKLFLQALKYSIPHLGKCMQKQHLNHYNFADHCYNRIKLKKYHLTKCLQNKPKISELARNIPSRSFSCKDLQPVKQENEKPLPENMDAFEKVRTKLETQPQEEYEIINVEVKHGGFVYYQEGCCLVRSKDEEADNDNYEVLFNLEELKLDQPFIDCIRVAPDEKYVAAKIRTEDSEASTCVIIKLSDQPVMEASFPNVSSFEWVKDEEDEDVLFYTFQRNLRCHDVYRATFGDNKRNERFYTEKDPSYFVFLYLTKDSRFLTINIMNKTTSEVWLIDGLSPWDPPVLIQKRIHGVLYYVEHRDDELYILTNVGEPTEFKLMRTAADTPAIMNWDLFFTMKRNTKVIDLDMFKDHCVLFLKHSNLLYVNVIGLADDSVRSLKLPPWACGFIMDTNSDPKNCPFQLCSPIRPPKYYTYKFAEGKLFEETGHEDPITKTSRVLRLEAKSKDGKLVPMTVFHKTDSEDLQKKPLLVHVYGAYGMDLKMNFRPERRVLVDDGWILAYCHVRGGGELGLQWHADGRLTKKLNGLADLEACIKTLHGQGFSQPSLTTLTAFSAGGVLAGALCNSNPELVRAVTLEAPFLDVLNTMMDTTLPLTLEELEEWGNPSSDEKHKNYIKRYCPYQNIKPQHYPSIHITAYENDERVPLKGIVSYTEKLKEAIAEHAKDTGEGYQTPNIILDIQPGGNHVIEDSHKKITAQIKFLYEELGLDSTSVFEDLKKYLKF
PAFAH1B2 inh – PAFAH1B2 (human) inhibition. recombinant PAFAH1B2, FP-rhodamine activity probe, fluorescence polarization. inhibition, % at 3.39 µM. 340,000 compounds, 1.2% hits;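 active means inhibition above the mean of all tested compounds plus 3 SD, cut at about 24% in these data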;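 further: 0% = enzyme with DMSO and 100% = wells lacking PAFAH1B2; many of its hits are not listed in these tables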
ZTA counter – counter-screen for EBNA-1 inhibitors: inhibitors of Epstein-Barr virus ZTA; inhibition, % at 11 µM; P03206; 320,000 compounds, 0.15% hits; ZTA-DNA binding, fluorescence polarization; in the data active means inhibition above about 33%
PAFAH1B3 FP inh – blocks human PAF acetylhydrolase 1B catalytic subunit 3 | inhibition, % at 3.39 µM | Q15102 | recombinant PAFAH1B3, FP-rhodamine probe, fluorescence polarization | 340,000 compounds, 0.28% hits;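 active means inhibition above the screen-wide average of all tested compounds plus 3 SD, cut at about 25% in these data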;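 further: 0% = enzyme with DMSO only and 100% = wells lacking PAFAH1B3 protein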
LYPLA2 counter – blocks human lysophospholipase 2, a PME1 counter-screen. AID 2177. 320,000 compounds, 0.38% hits. recombinant LYPLA2, FP-Rh probe fluorescence polarization. O95372. inhibition, % at 5.9 µM;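 active means inhibition above the screen-wide mean plus 3 SD, limit set per campaign, cut at about 26% in these data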;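 further: 0% = LYPLA2 with DMSO and 100% = wells lacking LYPLA2 enzyme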
Target sequence (O95372 whole entry, looked up): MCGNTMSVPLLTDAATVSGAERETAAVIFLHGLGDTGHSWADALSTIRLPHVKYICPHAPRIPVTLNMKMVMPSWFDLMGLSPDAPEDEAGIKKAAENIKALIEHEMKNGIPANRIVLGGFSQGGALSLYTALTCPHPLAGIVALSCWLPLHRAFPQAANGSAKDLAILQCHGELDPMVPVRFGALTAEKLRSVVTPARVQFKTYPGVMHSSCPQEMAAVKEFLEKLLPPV
PAFAH2 FP inh – PAFAH2 (human) inhibition | AID 492956 | 340,000 compounds, 0.99% hits | inhibition, % at 3.39 µM | recombinant PAFAH2, FP-rhodamine activity probe, fluorescence polarization | Q99487;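 active means inhibition above the mean over all tested compounds plus 3 SD, cut at about 30% in these data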;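 further: inhibitors block probe labeling of enzyme so polarization drops; 0% = enzyme with DMSO and 100% = wells lacking PAFAH2 protein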
EBNA-1 inhibitor – blocks EBNA-1 binding to DNA; inhibition, % at 14.8 µM; AID 1950; 300,000 compounds, 0.34% hits; EBNA-1 DNA binding, fluorescence polarization; in the data active means inhibition above about 28%
pPAFAH inh – inhibitors of human plasma PAF acetylhydrolase (pPAFAH). Q13093. recombinant pPAFAH, FP-rhodamine probe fluorescence polarization. inhibition, % at 3.39 µM. 330,000 compounds, 1.5% hits. AID 463082;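 active means inhibition above the mean inhibition across the screen plus 3 SD, cut at about 25% in these data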;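 further: inhibitors block binding of the rhodamine activity-based probe so polarization drops; 0% = enzyme with DMSO and 100% = wells lacking pPAFAH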
LYPLA1 counter – counter-screen for PME1 inhibitors: inhibitors of human LYPLA1; O75608; 320,000 compounds, 0.16% hits; recombinant LYPLA1, FP-Rh probe fluorescence polarization; inhibition, % at 5.9 µM;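 active means inhibition above the mean of all tested compounds plus 3 SD, set per campaign, cut at about 14% in these data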;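 further: inhibitors block serine hydrolase probe labeling of LYPLA1 so polarization falls; 0% = enzyme with DMSO and 100% = wells lacking LYPLA1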
The depositor's hits bear a star; . = no result given. A portion of the library, so the mix of outcomes need not match the whole.

The first 4 compounds, ahead of the listing:
#	SMILES	LYPLA1 counter	ZTA counter	PAFAH2 FP inh	pPAFAH inh	LYPLA2 counter
1	Cc1ccc(S(=O)(=O)N2CCCOC2CNC(=O)C(=O)NCc2cccs2)cc1 (configuration not stated)	-2	-1	-1	3	0
2	COc1ccc(S(=O)(=O)N2c3ccc(F)cc3CCC2C)cc1 (configuration not stated)	0	-4	-11	0	2
3	O=C(NCCCCNC(=O)c1cccnc1Cl)c1cccnc1Cl	2	3	0	7	2
4	COc1cc(C(=O)N2CCN(c3cccc(C)c3C)CC2)cc(OC)c1OC	6	-22	3	4	-2

#	PREPL inhibitor	EBNA-1 inhibitor	PAFAH1B3 FP inh	PAFAH1B2 inh
1	-3	3	10	4
2	15	4	11	27*
3	6	7	0	5
4	26	4	2	1

The list itself, previewed entries included:
#	SMILES	LYPLA1 counter	ZTA counter	PAFAH2 FP inh	pPAFAH inh	LYPLA2 counter
1	Cc1ccc(S(=O)(=O)N2CCCOC2CNC(=O)C(=O)NCc2cccs2)cc1 (configuration not stated)	-2	-1	-1	3	0
2	COc1ccc(S(=O)(=O)N2c3ccc(F)cc3CCC2C)cc1 (configuration not stated)	0	-4	-11	0	2
3	O=C(NCCCCNC(=O)c1cccnc1Cl)c1cccnc1Cl	2	3	0	7	2
4	COc1cc(C(=O)N2CCN(c3cccc(C)c3C)CC2)cc(OC)c1OC	6	-22	3	4	-2
5	CC(=O)Nc1cc[n+](C(C)C(=O)c2ccc(Cl)cc2)cc1 (configuration not stated)	-4	4	4	3	2
6	Cc1ccc(S(=O)(=O)N2C(=O)CCC2C(=O)Nc2ccc3c(c2)OCCO3)cc1 (configuration not stated)	0	9	-4	1	4
7	O=C(CNC(=O)c1ccccc1)Nc1ccsc1C(=O)O	2	14	-2	5	7
8	Cc1cc(O)ccc1NC(=O)c1ccccc1	1	12	0	-3	2
9	Cc1noc(C)c1C(=O)N(CC(=O)Nc1ccccc1Br)Cc1ccco1	5	1	3	2	8
10	O=C(NCc1ccccc1)C1CCCN(S(=O)(=O)c2cccnc2)C1 (configuration not stated)	-1	4	-7	-1	0
11	Cc1cc(C(=O)COc2ccc(-c3nnco3)cc2)c(C)n1Cc1ccccc1	0	-1	8	6	-4
12	COc1cc(C(=O)Nc2ccc3c(c2)OCO3)ccc1OCc1c(C)noc1C	-4	15	5	13	3
13	O=C(c1ccc(Cl)cc1)C1CCCN(Cc2cnn(-c3ccccc3)c2)C1 (configuration not stated)	-1	-1	-1	3	0
14	CCN(CC)S(=O)(=O)c1cc(OC)c(C)cc1C	0	11	4	1	4
15	O=C(NCc1ccccn1)C1CCCN(S(=O)(=O)c2ccccc2)C1 (configuration not stated)	-1	-5	-1	5	2

#	PREPL inhibitor	EBNA-1 inhibitor	PAFAH1B3 FP inh	PAFAH1B2 inh
1	-3	3	10	4
2	15	4	11	27*
3	6	7	0	5
4	26	4	2	1
5	-30	1	8	6
6	2	-3	7	1
7	0	-3	-4	0
8	3	-1	0	0
9	4	.	4	-2
10	5	2	6	-1
11	-21	-7	8	17
12	10	21	7	3
13	-76	8	-1	-1
14	8	-10	4	2
15	3	1	5	8

(cont.)
#	SMILES	LYPLA1 counter	ZTA counter	PAFAH2 FP inh	pPAFAH inh	LYPLA2 counter
16	COC(=O)[C@H](CC(C)C)N(Cc1ccccc1)S(=O)(=O)N(Cc1ccccc1)[C@@H](CC(C)C)C(=O)OC	.	.	-3	11	.
17	CCOC(=O)c1cnc(-n2nc(C)cc2C)nc1NC1CCCCC1	-1	-1	4	8	10
18	O=S(=O)(c1ccc(F)c(F)c1F)N1CCN(C(=S)Nc2ccccc2)CC1	-1	8	-5	-2	-2
19	COC(=O)c1cccc(CSC(=S)N2CCCC2)c1	2	-10	0	6	-2
20	C=CCSc1nnc(NC(=O)CSc2nc(CCC)cc(=O)[nH]2)s1	2	-2	6	2	-3
21	CCOc1ccc(C2=C/C(=C/c3cccnc3)C(=O)O2)cc1	1	19	0	5	2
22	NC(=O)C1CCN(C(=O)CCC(=O)N2CCOc3ccc(Cl)cc32)CC1	2	-4	5	3	8
23	O=C(N=C1SC2CS(=O)(=O)CC2N1c1cccc(Cl)c1Cl)C1CC1 (configuration not stated)	1	3	3	6	2
24	Cc1nn(-c2ccccc2)c(C)c1/C=N/NC(=O)CSc1nc2ccccc2c(=O)n1-c1ccccc1	-7	6	-17	5	-2
25	Cc1ccccc1CS(=O)(=O)Cc1ccc(C(=O)N2CCOCC2)o1	-7	-17	-2	5	-2
26	CCCn1c(=O)c(F)cn(Cc2ccc(OC)c([N+](=O)[O-])c2)c1=O	2	-7	-1	3	-6
27	Cn1c(N=Nc2ccccc2)nc2ccccc21	-2	-1	0	1	8
28	O=C(COC(=O)c1ccc([N+](=O)[O-])s1)NCc1ccc(F)cc1	6	2	53*	26*	10
29	COc1ccc(OC)c(-n2c(C)ccc2-c2ccc(S(C)(=O)=O)cc2)c1	4	0	5	7	6
30	CS(=O)(=O)c1ccc(Cl)c(NC(=O)CCN2C(=O)NC3(CCCC3)C2=O)c1	.	.	-3	5	.

#	PREPL inhibitor	EBNA-1 inhibitor	PAFAH1B3 FP inh	PAFAH1B2 inh
16	9	.	4	4
17	7	5	0	1
18	-8	5	0	4
19	7	-11	3	11
20	2	-14	7	-2
21	12	7	-1	6
22	10	9	8	6
23	-8	2	2	0
24	6	6	-10	2
25	12	8	-1	2
26	-2	6	4	2
27	5	-2	0	-4
28	-7	3	44*	17
29	-3	9	8	2
30	14	.	5	8

(more compounds)
#	SMILES	LYPLA1 counter	ZTA counter	PAFAH2 FP inh	pPAFAH inh	LYPLA2 counter
31	Cc1cccc(-c2nnc(-c3ccc(N)cc3)o2)c1	2	4	-8	9	5
32	O=C(NC(NC1CCS(=O)(=O)C1)C(Cl)(Cl)Cl)c1cccc(Cl)c1 (configuration not stated)	-2	12	7	2	-1
33	CCOC(=O)c1c(NC(=O)Cn2nc(C(F)(F)F)cc2C)sc2c1CCC2	-3	1	-9	-4	-11
34	Cc1cc(C)c(NC(=O)Cc2ccc(-n3cccc3)cc2)c(C)c1	0	-7	-7	0	2
35	O=C(N/N=C/c1ccc2c(c1)OCO2)c1cccc(NC(=O)c2ccccc2Cl)c1	-14	5	-3	1	-20
36	COc1ccc(NC(=S)N(CCc2nc3cc(C)c(C)cc3[nH]2)Cc2cccnc2)cc1	-1	-4	6	4	5
37	C/C(=N\O)C(=O)NCCN(C)C	-3	5	-8	2	-9
38	Cc1ccc(N(C(=O)c2csnn2)C(C(=O)NC(C)(C)C)c2cccnc2)cc1 (configuration not stated)	-1	1	8	-2	1
39	Cc1ccc(-n2nc(C(=O)O)c(O)cc2=O)cc1	4	-4	0	4	2
40	OCCNc1nc(N2CCCCC2)nc2ccccc12	2	8	5	5	8
41	COc1ccc(C)cc1NC(=O)CSc1nnc2ccc(-c3ccncc3)nn12	1	-12	4	2	2
42	Cc1nonc1NCn1nnc2ccccc21	0	-22	7	0	6
43	Cc1cc(=O)[nH]c(SCC(N)=O)c1C#N	0	-10	-5	2	2
44	COc1cc(NC(=O)c2cc(-c3ccc(C)cc3)on2)cc(OC)c1OC	-2	-4	-2	-4	-3
45	COn1c(=O)c(-c2cccc(Br)c2)[n+]([O-])c2ccccc21	0	15	1	6	9

#	PREPL inhibitor	EBNA-1 inhibitor	PAFAH1B3 FP inh	PAFAH1B2 inh
31	10	0	2	-4
32	-1	6	-5	1
33	4	-9	2	-2
34	1	10	-1	-3
35	-21	2	5	-6
36	10	10	5	15
37	2	4	-11	6
38	9	1	5	9
39	-1	-11	-3	1
40	-12	2	11	1
41	-7	8	10	0
42	-15	-4	5	-2
43	25	5	6	-1
44	11	6	7	-2
45	1	6	14	6

The listing continues.
#	SMILES	LYPLA1 counter	ZTA counter	PAFAH2 FP inh	pPAFAH inh	LYPLA2 counter
46	CC(C)OC(=O)C1C2C=CC3(CN(CC4CCCO4)C(=O)C13)O2 (configuration not stated)	2	-3	3	-1	-1
47	NNc1nc2sc3c(c2c(=O)[nH]1)CCc1ccccc1-3	-2	15	-1	13	-5
48	COc1ccccc1N1CCN(C(=O)c2ccc(S(=O)(=O)N3CCCCCC3)cc2)CC1	6	-7	2	1	11
49	COc1ccc(CN(CCO)CCO)cc1[N+](=O)[O-]	5	-26	0	2	3
50	CCCc1nnc(SCC(=O)Nc2ccccc2F)o1	4	2	-2	2	8
51	CN1CCN(c2nc(-c3ccc(Br)cc3)nnc2-c2ccccc2)CC1	-3	-4	10	8	2
52	O=C(NCc1ccccn1)C(=O)NN=C1CCCCCCCCCCC1	1	10	-2	3	-2
53	Cc1c(NC(=O)c2ccc(Br)o2)cccc1C(=O)O	0	20	-3	-1	-2
54	N#CCSc1ccccc1NC(=O)COC(=O)Cc1c[nH]c2ccccc12	-1	-13	11	7	3
55	COc1ccc(/C=C/C(O)=C2/C(=O)NC3(C)CC2c2ccccc2O3)c(OC)c1OC (configuration not stated)	-2	-4	1	4	4
56	O=C(CC(NCc1ccccn1)C(=O)O)Nc1ccccc1Cl (configuration not stated)	-2	-3	-5	-5	2
57	COc1cccc(-n2ccnc2SCC(=O)Nc2cc(C)on2)c1	-2	0	-3	-5	1
58	CCOCCn1c(SCc2ccc(C)cc2)nc2c1c(=O)[nH]c(=O)n2C	-1	-9	6	6	-1

#	PREPL inhibitor	EBNA-1 inhibitor	PAFAH1B3 FP inh	PAFAH1B2 inh
46	10	-10	0	2
47	11	-4	-4	7
48	1	-5	4	2
49	4	4	8	2
50	-1	5	4	7
51	5	-9	6	4
52	-2	-9	13	5
53	12	13	-1	3
54	12	.	0	2
55	2	-1	-6	0
56	0	-13	3	8
57	11	-9	-5	1
58	34	-10	0	7

Screening data: PubChem, The Scripps Research Institute Molecular Screening Center
